EPAC2 antagonist = EPAC2 (human) antagonism; Q8WZA2; EPAC2 GEF exchange of Rap1B-BODIPY-GDP, fluorescence; Potency, µM (top dose mostly 114 µM), for inactives: at the highest dose activity, negative = inhibition, usual class: inhibitors; 360,000 tested, 0.18% active; AID 720708; further: potency means the concentration at half of the fitted maximal effect; on the % scale 0 is the no-effect control and ±100 the full control effect; nearly all actives have a fitted effect of over 45% in size; many of its hits are not listed in these tables
EPAC1 antagonist = blocks human EPAC1 exchange factor; EPAC1 GEF assay, Rap1b-BODIPY-GDP exchange fluorescence; Potency, µM (doses to about 115 µM), for inactives: at the highest dose activity change, negative = inhibition, hits mostly inhibitors; 360,000 tested, 0.14% active; AID 720709;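 further: potency means the concentration at half of the fitted maximal effect; plate controls were vehicle for no effect and positive control for full effect; nearly all actives have a fitted effect of over 50% in size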
Target sequence (O95398 whole entry, looked up): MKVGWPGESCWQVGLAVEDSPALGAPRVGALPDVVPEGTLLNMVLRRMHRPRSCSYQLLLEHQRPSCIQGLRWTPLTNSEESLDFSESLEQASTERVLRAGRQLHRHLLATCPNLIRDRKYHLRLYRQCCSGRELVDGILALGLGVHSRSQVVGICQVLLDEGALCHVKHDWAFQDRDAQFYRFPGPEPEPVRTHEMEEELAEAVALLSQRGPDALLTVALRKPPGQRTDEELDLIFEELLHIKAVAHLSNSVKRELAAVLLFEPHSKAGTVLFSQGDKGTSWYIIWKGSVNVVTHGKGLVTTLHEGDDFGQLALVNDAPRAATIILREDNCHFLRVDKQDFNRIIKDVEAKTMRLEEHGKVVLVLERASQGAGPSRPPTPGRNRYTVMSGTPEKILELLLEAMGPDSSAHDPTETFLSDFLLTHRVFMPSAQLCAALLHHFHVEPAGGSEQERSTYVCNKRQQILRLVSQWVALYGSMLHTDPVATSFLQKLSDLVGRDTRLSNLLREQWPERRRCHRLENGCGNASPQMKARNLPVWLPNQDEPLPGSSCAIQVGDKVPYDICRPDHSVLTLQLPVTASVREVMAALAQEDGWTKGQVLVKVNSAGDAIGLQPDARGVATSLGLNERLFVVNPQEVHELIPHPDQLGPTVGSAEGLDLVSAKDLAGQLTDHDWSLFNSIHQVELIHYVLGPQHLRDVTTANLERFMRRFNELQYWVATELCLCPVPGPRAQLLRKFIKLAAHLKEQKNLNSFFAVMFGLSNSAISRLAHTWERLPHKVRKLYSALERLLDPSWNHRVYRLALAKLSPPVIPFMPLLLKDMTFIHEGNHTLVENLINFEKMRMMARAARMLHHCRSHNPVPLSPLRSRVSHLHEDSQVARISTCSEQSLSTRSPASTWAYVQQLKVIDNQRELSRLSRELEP
Mm-Cpn inhibitor = blocks the Methanococcus maripaludis chaperonin Mm-Cpn; purified Mm-Cpn ATPase, ADP Transcreener TR-FRET; Potency, µM (series often up to 76.9 µM), inactives show at the highest dose activity, negative = inhibition, hits mostly inhibitors; 330,000 tested, 0.031% active; further: potency means the concentration at half of the fitted maximal effect; on the % scale 0 is the no-effect control and ±100 the full control effect; nearly all actives have a fitted effect of over 80% in size
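Purified archaeal Mm-CPN (25nM final) preincubated 10 min at 37degC with compound, then 10uM ATP for 30 min at 37degC; ADP measured by HTRF Transcreener TR-FRET; buffer 30 mM TRIS pH 7.4, 100mM KCl, 5mM MgCl2, 1mM DTT.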
EPAC1 agonist = activates human EPAC1 exchange factor; Potency, µM (titrated, usually from 154 µM), without a hit: top-dose activation, usual class: activators; AID 720707; EPAC1 agonist qHTS, biochemical assay; response scale: 100% = response to 6.5 mM cAMP; 360,000 tested, 0.073% active; O95398; further: potency means the concentration at half of the fitted maximal effect; nearly all actives have a fitted effect of over 60% in size
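Read-out is the fluorescence drop as BODIPY-GDP leaves Rap1B (480 nm excitation, 540 nm emission), recorded every 5 minutes over 30 minutes. Reactions held 100 nM EPAC1, 250 nM Rap1B–BODIPY-GDP and 50 uM GDP, with 6.5 mM cAMP setting full activation.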
WRN helicase inh = inhibitors of human WRN helicase; 360,000 tested, 0.46% active; Potency, µM (titrated, usually from 114 µM), inactives show at the top dose activity change, negative = inhibition, most hits filed as inhibitors; WRN helicase unwinding, fluorescent forked duplex, kinetic; further: potency means the concentration at half of the fitted maximal effect; on the % scale 0 is the no-effect control and ±100 the full control effect; nearly all actives have a fitted effect of over 55% in size
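WRN at 20 nM final was preincubated with compound for 15 min at room temperature; reaction started with 100 nM forked duplex oligonucleotide carrying fluorophore and quencher plus 2 mM ATP (final). Unwinding followed kinetically by red fluorescence (ex 525/em 598 nm).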
PI5P4K alpha inh = blocks human PI5P4K alpha kinase activity; 330,000 tested, 1.2% active; PI5P4Kalpha enzyme, ADP-Glo luminescence, 60 min; hits give low values; P48426; max response, %; AID 652105; active means max response of -50% or lower; inconclusive means between -30% and -50%; inactive means -30% or higher; further: value at the top dose of about 77 µM; on the % scale 0 is the no-effect control and ±100 the full control effect
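Reactions run in 0.038 M HEPES pH 7.4, 0.28 mM EGTA, 0.1% CHAPS and 5% DMSO, with PI5P4Kalpha, substrate, compound and 5 microM ATP final, one hour at room temperature. Readout is ADP-Glo luminescence.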
CCT chaperon mod = modulators of cytosolic chaperonin (CCT/TRiC) activity; 360,000 tested, 0.3% active; AID 651819; activity change, % (no concentration beside the values), hits read low; purified chaperonin ATPase assay, HTRF ADP detection, 30 min; in the data active means activity change below about -30%; further: on the % scale 0 is the no-effect control and ±100 the full control effect
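ATPase activity: ADP formed was measured by HTRF Transcreener (665/615 nm ratio) after 30 min at 37 deg C with 10 uM ATP. Compounds screened at one 76 uM concentration against 40 or 20 nM TRiC in Tris pH 7.4/KCl/MgCl2/DTT buffer.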
PLK1 PBD block = blocks phosphopeptide binding to human PLK1 polo-box domain. P53350. Plk1 PBD binding of FITC phosphopeptide, fluorescence polarization. Potency, µM, for inactives: max response, negative = inhibition, most hits filed as inhibitors. 360,000 tested, 2.8% active. AID 720504; further: potency means the concentration at half of the fitted maximal effect; series mostly up to about 57 µM; on the % scale 0 is the no-effect control and ±100 the full control effect; nearly all actives have a fitted effect of over 65% in size
An asterisk follows results filed as active; ? = inconclusive; nt = not tested or not shown; [ ] = another dose, or the depositor's remark. Unless noted, the call rests on the fitted dose curve; in most records, active means well fitted curve in the direction sought with a large enough effect; inconclusive means small, poorly fitted or top-dose-only effect, or another doubt; inactive means no such curve, though single readings can be large; an effect the other way counts as inactive or inconclusive.

Molecule,EPAC2 antagonist,EPAC1 antagonist,Mm-Cpn inhibitor,EPAC1 agonist,WRN helicase inh,PI5P4K alpha inh,CCT chaperon mod,PLK1 PBD block
Cc1cccc(C)c1Nc1nnc(SC(C)C(=O)Nc2c(C)n(C)n(-c3ccccc3)c2=O)s1 (stereo not drawn),3.6%,-1.5%,1.3%,4.5%,-2.6%,0.3,-0.9,-6.5%
CC[C@@H]1CCCCc2ccccc2[C@H](C(=O)C[C@H](O)CC(C)=O)OC1=O,-6.2%,?,-0.1%,-12.1%,3.0%,1.0,0.3,-7.1%
COc1ccc(CCC(=O)Nc2cc3c4c(c2)CC(=O)N4CCC3)cc1,7.5%,4.7%,0.4%,2.7%,5.8%,-2.3,-1.1,-6.1%
COc1ccc(C(CNC(=O)c2cccc(S(=O)(=O)Nc3ccccc3OC)c2)N2CCCC2)cc1 (stereo not drawn),16.0%,10.1%,0.4%,-1.6%,-0.6%,-2.8,-50.9*,-11.2%
CCn1cc(CN2CCC(n3nccc3NC(=O)c3ccccc3OC)CC2)cn1,9.9%,7.1%,2.6%,-6.3%,-3.8%,6.8,2.4,1.5%
CC1(C)C(=O)Nc2ccccc2N1C(=O)COC(=O)Cc1c(F)cccc1Cl,-4.3%,-3.7%,0.7%,1.6%,0.5%,-24.8,-8.0,-9.2%
COc1ccc(-n2cc(CN(C)CCO)c(-c3cccc(F)c3)n2)cc1,-0.6%,-1.3%,-7.3%,3.3%,1.6%,9.4,-1.7,-0.4%
COCCN=c1scc(-c2ccco2)n1/N=C/c1ccc(O)c(O)c1O,12.0%,17.8µM*,-1.3%,5.3%,28.2µM*,-85.3*,-0.8,6.7µM*
O=C1NN(c2ccc(F)cc2)C(=O)/C1=C\C=C\c1ccco1,-2.5%,-12.7%,0.7%,8.5%,?,?,-2.8,-19.9%
COc1cc(/C=C(/C#N)C(=O)Nc2ccccc2)ccc1OCc1ccc(C(=O)O)cc1,3.9%,-21.9%,2.9%,-11.2%,-13.8%[11.6 µM],1.1,2.7,?
CCC(C)NC(=S)N1CCN(Cc2ccc3c(c2)OCO3)CC1 (stereo not drawn),13.2%,-3.1%,-2.1%,-10.8%,3.1%[57.1 µM],-5.0,-0.9,?
CCOC(=O)C1(Cc2ccc(Cl)cc2)CCN(C(=O)c2cnc(C)cn2)CC1,-12.8%,-1.2%,0.9%,9.7%,-0.8%,-2.2,-0.1,-12.7%
Cc1ccc(S(=O)(=O)Nc2ccccc2CNc2c(C)n(C)n(-c3ccccc3)c2=O)cc1,-1.9%,0.7%,-2.6%,19.2%,nt,nt,-1.6,4.4%
COc1ccc(C(C(=O)NC2CCCCC2)N(C(=O)c2ccco2)c2ccccc2C(C)=O)cc1OC (stereo not drawn),6.1%,3.6%,2.0%,11.6%,-7.8%,-7.2,1.0,-0.5%
COc1ccc(/C=C(/C(=O)Nc2ccccc2C(=O)N2CCCC2)c2ccccc2)cc1,-5.8%,-6.9%,0.8%,10.4%,-5.0%,5.7,-0.4,-2.8%

Pulled one by one from above (five):
Molecule,EPAC2 antagonist,EPAC1 antagonist,Mm-Cpn inhibitor,EPAC1 agonist,WRN helicase inh,PI5P4K alpha inh,CCT chaperon mod,PLK1 PBD block
Cc1ccc(S(=O)(=O)Nc2ccccc2CNc2c(C)n(C)n(-c3ccccc3)c2=O)cc1,-1.9%,0.7%,-2.6%,19.2%,nt,nt,-1.6,4.4%
Cc1cccc(C)c1Nc1nnc(SC(C)C(=O)Nc2c(C)n(C)n(-c3ccccc3)c2=O)s1 (stereo not drawn),3.6%,-1.5%,1.3%,4.5%,-2.6%,0.3,-0.9,-6.5%
CC1(C)C(=O)Nc2ccccc2N1C(=O)COC(=O)Cc1c(F)cccc1Cl,-4.3%,-3.7%,0.7%,1.6%,0.5%,-24.8,-8.0,-9.2%
CCn1cc(CN2CCC(n3nccc3NC(=O)c3ccccc3OC)CC2)cn1,9.9%,7.1%,2.6%,-6.3%,-3.8%,6.8,2.4,1.5%
COc1cc(/C=C(/C#N)C(=O)Nc2ccccc2)ccc1OCc1ccc(C(=O)O)cc1,3.9%,-21.9%,2.9%,-11.2%,-13.8%[11.6 µM],1.1,2.7,?

More structures.
Molecule,EPAC2 antagonist,EPAC1 antagonist,Mm-Cpn inhibitor,EPAC1 agonist,WRN helicase inh,PI5P4K alpha inh,CCT chaperon mod,PLK1 PBD block
Cc1ccc(Nc2nc(N)c([N+](=O)[O-])c(NCc3ccccc3)n2)cc1,-1.1%,-18.9%,0.6%,3.5%,-8.6%,3.8,-1.2,-14.5%
COc1cc(NC(=O)CSc2ccc(-c3ccco3)nn2)cc(OC)c1,1.1%,-6.8%,-7.3%,-3.4%,-9.2%,?,1.3,-18.4%
CC1(C)OC(=O)CC1C(=O)NCc1ccccc1 (stereo not drawn),-5.6%,-3.4%,0.2%,7.1%,-9.3%,-2.8,0.9,4.3%
CC(C)n1cc(CN2CCN(C)C(CCO)C2)c2ccccc21 (stereo not drawn),0.5%,11.0%,1.9%,-5.0%,3.5%,-0.6,0.5,1.8%
O=C(Nc1cccnc1)c1cc(Cl)ccc1Cl,8.1%,1.5%,1.1%,19.1%,4.2%,-1.2,-1.1,-4.3%
CCn1c(Cn2nnc(-c3ccccc3)n2)nnc1SCC(=O)Nc1ccc(N(C)C)cc1,2.0%,9.1%,0.1%,-3.6%,-7.2%,nt,-7.9,-5.1%
CCOc1ccc(S(=O)(=O)Nc2cccc(C(=O)N3CCN(c4ccccn4)CC3)c2)cc1,-0.9%,1.2%,nt,7.2%,-6.5%,3.8,-0.8,2.6%
CCCN(CCC)S(=O)(=O)c1ccc(C(=O)Nc2cc3oc4ccccc4c3cc2OC)cc1,-1.4%,-1.8%,-2.4%,5.7%,-5.4%,-2.2,-0.1,-3.7%
O=C(OC(C(=O)NCc1ccc(F)cc1)c1ccccc1)c1ccco1 (stereo not drawn),-5.3%,7.7%,-0.3%,5.6%,4.5%,-2.9,-1.4,-4.8%
CCc1nnc(NC(=O)c2ccc(C)o2)s1,2.9%,3.8%,3.0%,-6.5%,0.7%,6.8,-0.1,-0.7%
CCOc1nnc(C)c2c(C)n(-c3ccc(Cl)cc3)nc12,5.9%,-5.2%,1.1%,2.1%,-4.6%,-2.3,-2.0,1.0%
Cc1cc(C(=O)NCc2cccnc2)cs1,11.0%,11.1%,0.3%,-0.3%,-11.7%,nt,0.2,1.6%
O=C(c1ccc(Cl)cc1)N1CCC(=O)N(C(CO)Cc2ccccc2)CC1 (stereo not drawn),1.5%,9.0%,nt,10.7%,-3.4%,-2.5,-3.6,-14.1%
Nc1ccn([C@@H]2O[C@H](CNC(=O)[C@@H](Cc3cn(COCc4ccccc4)cn3)NC=O)[C@@H](O)[C@H]2O)c(=O)n1,3.3%,-17.9%,nt,-16.7%,2.6%,3.3,-0.1,-0.5%
COc1cccc(CC(=O)OCC(=O)NC2CCCCCC2)c1,-0.5%,-3.3%,1.5%,-1.0%,7.9%,-2.3,-3.5,-7.6%
COc1ccc(/C=C/C(=O)OCC(=O)Nc2ccc3c(c2)OCO3)cc1,1.2%,-15.7%,-0.5%,10.6%,-7.3%,-3.9,-2.0,-1.3%
O=C(NCc1ccco1)N1c2ccccc2Sc2ccccc21,11.3%,14.8%,-2.9%,12.2%,-2.1%,nt,-0.4,-8.8%
Cn1c(CS(=O)Cc2c(Cl)cccc2Cl)nnc1SCc1ccc(Cl)cc1 (stereo not drawn),-3.1%,0.0%,0.4%,0.0%,-1.4%,nt,-2.8,-9.2%
c1ccc(CN2CCN(c3ncnc4c3[nH]c3ccccc34)CC2)cc1,-11.8%,-2.9%,-6.1%,2.1%,-45.5%,1.6,-0.3,-7.3%
CC1=C(C(=O)N(C(C)C)C(C)C)CC(CC(=O)NCCCN(C)C)C(=O)N1CCC1=CCCCC1 (stereo not drawn),2.2%,-7.3%,nt,24.7%,-1.2%,1.0,-2.5,-5.8%
Nc1cc2c(cc1C(=O)c1ccc(Cl)cc1)OCCO2,-9.6%,-8.0%,0.4%,9.3%,0.5%,nt,-3.9,-1.5%
COc1cccc(C(=O)O/N=C(\N)c2ccncc2)c1OC,-1.8%,-5.2%,-2.0%,12.7%,-23.8%,1.0,-2.3,0.5%
O=C(COc1ccc2ccccc2c1)Nc1cccc2cccnc12,-2.2%,1.9%,-9.6%,7.0%,3.4%,11.3,-2.2,-7.1%
O=C1OCC=C1NNC(=O)c1cccnc1,2.4%,-13.2%,-19.1%,-4.0%,5.4%,-9.4,1.0,-1.7%
CN(Cc1ccccc1Cl)C(=O)CNC(=O)C12CC3CC(CC(C3)C1)C2,-15.2%,-4.2%,-0.1%,5.5%,-2.2%,6.0,0.2,-2.6%
CCCn1cc(SCC(=O)Nc2ccc3c(c2)OCO3)c2ccccc21,-16.0%,-11.5%,-1.0%,-4.1%,-4.3%,2.3,-1.5,-2.2%
CCCCCOc1ccccc1C(=O)NCCCC(=O)O,-13.7%,-11.1%,2.3%,-5.1%,-13.1%,-1.3,0.1,-4.9%
CC1(C(=O)NCc2ccc3c(c2)OCO3)CCN1C(=O)Cc1cccs1 (stereo not drawn),-10.9%,-4.0%,nt,1.1%,-2.2%,-2.8,0.8,10.1%
Cc1ccnn1C(C)C(=O)O (stereo not drawn),-3.4%,-10.2%,1.4%,7.5%,-12.8%,1.3,-0.3,-14.2%
COc1ccc(Cl)cc1NC(=O)CCNC(=O)OCc1ccccc1,-14.1%,-11.2%,-3.5%,-1.4%,-4.5%,2.0,-1.9,-0.3%
COc1ccccc1CNC(=O)COC(=O)c1cc(=O)[nH]c2ccccc12,6.2%,7.6%,-1.0%,-5.3%,4.3%,-2.4,1.2,-1.1%

These rows are one share of the data; count on the stated rates, not on these rows.
